Screens as filed in PubChem.
CHRM4 agonist – CHRM4 agonism in calcium assay; P08173; CHO-K1 hM4/Gqi5, Fluo-8 calcium fluorescence; vehicle 0%, full acetylcholine response 100%; activation, % at 3 µM; 0.14% of 360,000 active; AID 624127;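 active = activation above the run mean over all test wells plus 3 SD, cut at about 32% in these data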;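 note: peak over basal fluorescence ratio per well then scaled between controls; 0% = DMSO wells and 100% = acetylcholine at EC100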
M5 antag – antagonists of human muscarinic M5 receptor (CHRM5) | AID 624040 | CHO-hM5 cells, Fluo-8 calcium fluorescence, ACh EC80 | P08912 | 0.59% of 360,000 active | inhibition, % at 3 µM;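 active = inhibition above a per-plate cutoff, the mean of that plate's test compounds plus 3 SD, cut at about 27% in these data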;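 note: 0% = acetylcholine EC80 with DMSO and 100% = DMSO without agonist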
Target sequence (P08912 whole entry, looked up): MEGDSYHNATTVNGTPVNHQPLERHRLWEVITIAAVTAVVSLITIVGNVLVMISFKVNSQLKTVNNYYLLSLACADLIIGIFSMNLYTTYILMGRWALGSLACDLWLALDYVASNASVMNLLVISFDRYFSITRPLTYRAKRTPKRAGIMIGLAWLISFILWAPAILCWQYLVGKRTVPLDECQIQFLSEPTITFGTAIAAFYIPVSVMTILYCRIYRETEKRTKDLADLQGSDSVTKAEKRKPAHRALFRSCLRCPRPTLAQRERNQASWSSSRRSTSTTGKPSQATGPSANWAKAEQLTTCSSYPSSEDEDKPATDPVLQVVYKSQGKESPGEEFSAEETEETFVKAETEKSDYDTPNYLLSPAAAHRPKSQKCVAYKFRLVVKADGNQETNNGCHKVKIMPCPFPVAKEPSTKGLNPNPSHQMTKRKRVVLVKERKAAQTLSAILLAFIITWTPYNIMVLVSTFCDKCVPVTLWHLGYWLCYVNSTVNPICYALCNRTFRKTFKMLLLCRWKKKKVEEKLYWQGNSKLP
M1 PAM – positive allosteric modulators of human M1 muscarinic receptor | CHO-K1 hM1, Fluo-8 calcium fluorescence, ACh EC20; 0% = ACh EC20, 100% = maximal ACh | activation, % at 3 µM | 0.088% of 360,000 active | AID 588819; in the data active = activation above about 19%, passing the limit was not always enough
Target sequence (P11229 whole entry, looked up): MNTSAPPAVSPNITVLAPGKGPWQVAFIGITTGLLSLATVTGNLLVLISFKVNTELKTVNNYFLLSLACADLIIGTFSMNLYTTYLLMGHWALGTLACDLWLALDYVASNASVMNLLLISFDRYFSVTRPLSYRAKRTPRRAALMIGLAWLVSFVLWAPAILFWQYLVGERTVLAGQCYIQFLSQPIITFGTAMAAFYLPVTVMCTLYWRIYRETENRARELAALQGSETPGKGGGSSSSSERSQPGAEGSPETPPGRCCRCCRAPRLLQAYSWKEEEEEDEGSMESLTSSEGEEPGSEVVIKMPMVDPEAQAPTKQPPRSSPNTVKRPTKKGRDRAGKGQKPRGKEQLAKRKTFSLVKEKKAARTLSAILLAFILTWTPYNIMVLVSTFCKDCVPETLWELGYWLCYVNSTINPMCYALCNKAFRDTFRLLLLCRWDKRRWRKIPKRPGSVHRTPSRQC
M1 antag – blocks human M1 muscarinic receptor | P11229 | CHO-K1 hM1, Fluo-8 calcium fluorescence, ACh EC80 antagonist | inhibition, % at 3 µM | 1.3% of 360,000 active | AID 588852;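 active = percent inhibition above its own plate's cutoff, namely the mean of that plate's compound wells plus 3 SD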;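 note: peak over basal fluorescence ratio during 140 s after agonist addition; 0% = ACh EC80 plus DMSO and 100% = DMSO alone without agonist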
TAAR1 agonist – human TAAR1 agonism; activation, % at 3 µM; 0.99% of 360,000 active; AID 624467; CHO RD-HGA16 TAAR1, Fluo-8 calcium fluorescence; vehicle wells 0%, saturating PEA agonist 100%;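 active = activation above the mean activation of all test compounds in the run plus 3 SD, cut at about 38% in these data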
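test system = CHO RD-HGA16 cells carrying human TAAR1 plus Gα16 | schedule = 17-24 h seeding, 75 min 37 °C dye, 30 min RT | compound dosing = 3 µM single concentration | control set = DMSO and PEA EC100 | replicates = n 1 | signal = Fluo-8 fluorescence, 5 s baseline then 140 s kinetic read | measure = percent activation vs PEA EC100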
CHRM4 antagonist – antagonists of human muscarinic M4 receptor (CHRM4) | P08173 | CHO-hM4 cells, ACh EC80, Fluo-8 calcium fluorescence | inhibition, % at 3 µM | 0.73% of 360,000 active | AID 624125;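 active = inhibition above its plate's cutoff, the mean inhibition of sample wells plus 3 SD, cut at about 27% in these data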;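 note: 0% = acetylcholine EC80 with DMSO and 100% = DMSO without agonist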
M5 ag – agonists of human muscarinic M5 receptor (CHRM5); CHO-K1 hM5 cells, Fluo-8 calcium fluorescence; 0% DMSO wells, 100% maximal acetylcholine response; activation, % at 3 µM; 0.19% of 360,000 active;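 active = activation above the run's mean over test compounds plus 3 SD, cut at about 23% in these data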;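 note: signal is peak over basal fluorescence ratio across the kinetic read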
M1 ag – activates human CHRM1 receptor; P11229; CHO-K1 hM1, Fluo-8 calcium fluorescence, agonist mode; 0% DMSO, 100% acetylcholine EC100; activation, % at 3 µM; 0.33% of 360,000 active;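 active = activation above the run's mean compound activation plus 3 SD, cut at about 16% in these data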;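 note: peak over basal fluorescence ratio within a 140 s kinetic read after compound addition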
M5 PAM – potentiates acetylcholine response at human M5 receptor; activation, % at 3 µM; AID 624038; P08912; CHO-K1 hM5, Fluo-8 calcium, ACh EC20 PAM; 0% = ACh EC20, 100% = ACh EC100; 0.3% of 360,000 active;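 active = activation above the run cutoff, the mean activation of all test compounds plus 3 SD, cut at about 18% in these data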
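system = human M5 receptor in CHO-K1 cells | reagent = EC20 acetylcholine as agonist stimulus | compound dosing = single-point, 3 µM nominal | incubation = Fluo-8 loading 80 min at 37 °C plus 30 min room temperature | detection = Fluo-8 calcium dye fluorescence, kinetic read | benchmarks = low control EC20 acetylcholine (0%), high control EC100 acetylcholine (100%)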
* marks the source's active call; other numbers are inactive results; · = not tested or not shown.

SMILES	CHRM4 agonist	M5 antag	M1 PAM	M1 antag	TAAR1 agonist	CHRM4 antagonist	M5 ag	M1 ag	M5 PAM
O=C(O)c1ccccc1N1C(=O)C2C3c4ccccc4C(Br)(c4ccccc43)C2C1=O (stereo unspecified)	1	3	0	1	8	-6	-3	-9	2
c1ccc2c(c1)[nH]c1c(N3CCCC3)ncnc12	6	10	-5	3	6	12	3	-1	-9
CCN(CC(=O)Nc1c(F)cccc1F)C(=O)C1CC(=O)N(c2ccccc2OC)C1 (stereo unspecified)	1	10	1	-5	3	12	-2	-2	-3
Cc1ccccc1N(CC(=O)N1CCCC1)S(=O)(=O)c1ccc(Cl)cc1	1	10	5	-7	6	-1	-6	-6	-1
COCCCNC(=S)N(CCCO)Cc1cc2cc3c(cc2[nH]c1=O)OCO3	0	10	7	-6	2	0	-1	-1	-6
Cc1ccc(-c2nc(CSCC(=O)N3CCN(c4ccccn4)CC3)c(C)o2)cc1	15	7	-27	33*	3	2	8	-3	-21
COc1ccc(S(=O)(=O)N2CCN(C(=O)NCc3ccccc3)CC2)cc1	1	-2	5	-19	11	-9	-3	-3	-5
O=C(NCc1cccs1)c1cc(-c2cccc(Cl)c2)on1	-1	2	1	3	15	1	-5	-4	1
CC(C)(C)n1nnnc1C(c1ccc2ncccc2c1)N1CCSCC1 (stereo unspecified)	0	-5	-1	-14	6	-7	-6	-8	-7
CC(=O)NCCn1c(SCC#N)nc2ccccc2c1=O	0	0	14	-14	11	5	-1	-3	1
COc1ccccc1CN1CCCC(N2CCN(c3ccccc3OC)CC2)C1 (stereo unspecified)	1	4	-10	2	3	13	-4	-9	1
COc1cccc(C2CC(C(F)(F)F)n3ncc(C(=O)NC(C)(C)C)c3N2)c1 (stereo unspecified)	1	-3	9	-13	2	5	-10	-3	-3
CC(C)CC1C(=O)N(Cc2cn(CCC3OCCO3)nn2)CCS(=O)(=O)N1Cc1ccc(-c2cccc(N(C)C)c2)cc1 (stereo unspecified)	15	9	-1	6	19	2	2	-2	-2
COc1ccc(/C=N/Nc2ncnc3sc4c(c23)CCCC4)cc1OC	1	0	6	-8	2	-3	-2	-6	-1
COc1cccc(C(=O)NC2CCSC2=O)c1 (stereo unspecified)	0	7	7	-6	8	4	0	-3	-2
CC(NC(=O)OC(C)(C)C)C(=O)Oc1cc2oc(=O)cc(-c3ccccc3)c2cc1Cl (stereo unspecified)	-1	11	0	6	·	2	3	-1	-8
O=C(Nc1cccc(-c2nc3ccccc3[nH]2)c1)c1ccccn1	17	16	-11	10	9	-30	-2	-8	-9
Cc1ccc(-n2c(-c3cc(-c4ccco4)[nH]n3)n[nH]c2=S)c(Br)c1	0	5	3	-4	1	2	2	-4	0
COc1ccccc1NC(=O)OC(C)c1ccc(Cl)cc1 (stereo unspecified)	0	6	5	-7	5	5	-4	-3	2
CC(=O)C1C(c2cccc(F)c2)c2c(n[nH]c2C)CC1(C)O (stereo unspecified)	1	3	12	-14	1	-9	-7	-5	11
CCOc1ccccc1NS(=O)(=O)c1ccc(OC)c(OC)c1	2	0	9	-8	1	6	2	0	-1
CC(=O)Oc1ccc2cc(-c3nc4ccccc4n3C)c(=O)oc2c1	4	20	5	3	10	7	1	-2	-6
CCNC(=O)/C(C#N)=C/c1c(N2CCN(Cc3ccc4c(c3)OCO4)CC2)nc2c(C)cccn2c1=O	1	5	1	-3	6	-12	-5	-6	-7
Cc1nc2ccccc2c2nc(NC(=O)Cc3ccccc3)nn12	2	-9	5	-4	4	8	4	3	10
CCOC(=O)C(Cc1ccccc1)NC(=O)CCc1nnc2ccc(N3CCCCC3)nn12 (stereo unspecified)	4	9	4	-10	3	-10	-3	-12	-3
CCOc1cc(N2CCOCC2)c(OCC)cc1NC(=O)COC(=O)[C@@H]1CCCN1S(=O)(=O)c1ccccc1F	4	-10	9	-8	3	-6	1	-12	0
CCCCC[C@H]1CN(C2CCCCC2)C(=O)[C@@H]1CC(=O)NCc1ccc(OC)cc1	7	8	5	-1	7	5	-4	-7	-1
COc1ccc(NC(=O)COC(=O)c2c(-c3ccccc3)noc2C)cc1	4	6	14	3	8	-6	1	12	-1
CCc1cc(C(=O)OC)c(NC(=O)c2ccoc2C)s1	0	-9	11	-17	-2	6	1	-3	8
COc1ccc(C2C3=C(Nc4ncnn42)c2ccccc2CCC3)cc1 (stereo unspecified)	1	-7	3	-3	1	13	2	-1	4
COC(=O)C1=C(C)NC(=O)NC1c1ccc(OCC(=O)N2CCCCC2)cc1 (stereo unspecified)	0	-2	2	-1	2	-7	0	-4	-2
O=C(CSc1nnc(CNC(=O)c2c(F)cccc2F)o1)NCC1CCCO1 (stereo unspecified)	1	-15	5	-4	0	-6	-1	-1	5
NNC(=O)C(=O)NCCCN1CCOCC1	1	-9	6	-5	4	-5	-2	-5	2
NC(=O)c1cc(S(=O)(=O)N2CCN(c3ccc([N+](=O)[O-])cc3)CC2)cs1	2	18	-9	21	12	13	-3	-4	-9
O=C(Nc1ccccc1)c1cc(S(=O)(=O)N2CCCCC2)ccc1N1CCOCC1	1	3	5	-6	1	7	3	-5	8
CCOC(=O)c1cnn(-c2c(Cc3ccccc3)c(C)nc3c(-c4ccccc4)c(C)nn23)c1N	0	-8	2	-9	1	-7	2	-5	-1
Cc1ccc(SCCNC(=O)CN2C(=O)c3ccccc3S2(=O)=O)cc1	6	-3	-7	3	5	-1	-2	-2	-7
COc1ccc(CN2C(=O)[C@H]3Cc4c([nH]c5ccccc45)C(C)(C)N3C2=O)cc1	16	19	-4	6	18	10	1	-3	-7
COc1cccc(CNc2nc(NCc3ccccc3OC)nc3ccsc23)c1	11	22	-16	24	3	14	1	-2	-13
COc1ccc(C(C(=O)NC(C)(C)C)N(Cc2ccccc2)C(=O)CCC(=O)Nc2cc(C)on2)cc1 (stereo unspecified)	1	10	-2	2	-2	0	0	-5	-5
COc1cccc(C(=O)Nc2ccc(S(=O)(=O)Nc3cc(C)nc(C)n3)cc2)c1	2	7	7	-5	4	4	3	-3	2
O=C1c2cccnc2Nc2ccccc2N1CCCF	0	-5	5	-20	6	3	0	-2	6
COc1ccc(N(C(=O)c2ccc(Br)o2)C2C=CS(=O)(=O)C2)cc1 (stereo unspecified)	1	-13	6	-4	4	5	4	-4	4
O=C(Nc1nc(-c2ccccn2)cs1)c1ccc(F)c(S(=O)(=O)N2CCOCC2)c1	19	24	0	-4	8	-5	3	-1	-17
COc1cc(OC)cc(/C(N)=N/O)c1	0	13	7	-13	2	-10	2	-3	-3
CC1CC(=O)NN=C1c1ccc(N(C)C)c([N+](=O)[O-])c1 (stereo unspecified)	2	-3	2	2	6	3	2	-4	2
O=C(Nc1cccc(S(=O)(=O)N2CCOCC2)c1)C1CCCC1	2	-4	13	-7	5	-18	2	-2	9
Cn1c(C(=O)NC2CCCCC2)cc2sccc21	1	0	11	-11	11	-7	0	-1	2

The closing 2 entries of the section before open the next one.
SMILES	CHRM4 agonist	M5 antag	M1 PAM	M1 antag	TAAR1 agonist	CHRM4 antagonist	M5 ag	M1 ag	M5 PAM
O=C(Nc1cccc(S(=O)(=O)N2CCOCC2)c1)C1CCCC1	2	-4	13	-7	5	-18	2	-2	9
Cn1c(C(=O)NC2CCCCC2)cc2sccc21	1	0	11	-11	11	-7	0	-1	2
COc1ccc(NC(=O)N2CC(C)OC(C)C2)cc1OC (stereo unspecified)	0	4	10	-11	27	5	-1	-4	-2
COc1ccc(OCC(=O)Nc2ccc3c(c2)nc(CCN2CCCC2)n3C)cc1	1	-4	2	2	0	1	-9	-5	5
C=CCSC1=NN2CCS(=O)(=O)N=C2S1	2	7	6	-7	12	-2	-2	-5	-1
CCc1noc(C)c1C(=O)N(C)CC(=O)Nc1ccc(Cl)c(Cl)c1	8	-6	1	-6	28	-13	2	-2	5
Clc1ccc(Sc2cc(Cl)c(-c3ccccc3)nn2)cc1	-2	-3	-4	-25	9	1	-5	-5	-1
O=C(COC(=O)[C@@H]1CCCN1S(=O)(=O)c1ccc(Cl)cc1)NC1CCS(=O)(=O)C1 (stereo partly specified)	1	-2	19	-16	1	-8	-2	1	-3
COc1ccc(C(=O)c2c(C)oc3ccc(O)c(CN4CCOCC4)c23)cc1	4	2	9	-5	6	-5	1	-4	-2
Cc1ccccc1COc1ccc(-c2nn[nH]n2)cc1	1	-3	2	-11	12	-4	-1	0	-2

Sorted by count of non-hydrogen atoms (low to high): some entries from above
SMILES	CHRM4 agonist	M5 antag	M1 PAM	M1 antag	TAAR1 agonist	CHRM4 antagonist	M5 ag	M1 ag	M5 PAM
C=CCSC1=NN2CCS(=O)(=O)N=C2S1	2	7	6	-7	12	-2	-2	-5	-1
NNC(=O)C(=O)NCCCN1CCOCC1	1	-9	6	-5	4	-5	-2	-5	2
COc1cccc(C(=O)NC2CCSC2=O)c1 (stereo unspecified)	0	7	7	-6	8	4	0	-3	-2
Cn1c(C(=O)NC2CCCCC2)cc2sccc21	1	0	11	-11	11	-7	0	-1	2
O=C1c2cccnc2Nc2ccccc2N1CCCF	0	-5	5	-20	6	3	0	-2	6
O=C(NCc1cccs1)c1cc(-c2cccc(Cl)c2)on1	-1	2	1	3	15	1	-5	-4	1
CCc1noc(C)c1C(=O)N(C)CC(=O)Nc1ccc(Cl)c(Cl)c1	8	-6	1	-6	28	-13	2	-2	5
Cc1ccccc1N(CC(=O)N1CCCC1)S(=O)(=O)c1ccc(Cl)cc1	1	10	5	-7	6	-1	-6	-6	-1
COc1cccc(CNc2nc(NCc3ccccc3OC)nc3ccsc23)c1	11	22	-16	24	3	14	1	-2	-13
CCCCC[C@H]1CN(C2CCCCC2)C(=O)[C@@H]1CC(=O)NCc1ccc(OC)cc1	7	8	5	-1	7	5	-4	-7	-1
CC(NC(=O)OC(C)(C)C)C(=O)Oc1cc2oc(=O)cc(-c3ccccc3)c2cc1Cl (stereo unspecified)	-1	11	0	6	·	2	3	-1	-8
CCOC(=O)C(Cc1ccccc1)NC(=O)CCc1nnc2ccc(N3CCCCC3)nn12 (stereo unspecified)	4	9	4	-10	3	-10	-3	-12	-3
CCNC(=O)/C(C#N)=C/c1c(N2CCN(Cc3ccc4c(c3)OCO4)CC2)nc2c(C)cccn2c1=O	1	5	1	-3	6	-12	-5	-6	-7

This is a subset. The share of hits here may be higher or lower than overall.
